LDHA block: qHTS assay for inhibitors of human lactate dehydrogenase | L-lactate dehydrogenase A chain (Homo sapiens), P00338 | purified LDHA, NADH/diaphorase-resazurin fluorescence; hits give low values | activity change, % (values are at about 110 or 230 µM) | 0.15% of 480,000 active; in the data active = activity change below about -30%; inconclusive = mostly about -25% to -30%;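 note: plate controls were DMSO wells for no effect and wells without enzyme for full effect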
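Human LDH5 (2 nM) was incubated with 0.06 mM NADH and 0.2 mM pyruvate for 5 min at room temperature in Tris pH 7.4. Remaining NADH was coupled through diaphorase/resazurin, and resorufin fluorescence was read at 0 and 20 min.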
TrxR1 substrate: qHTS Assay for Substrates of Mammalian Selenoprotein Thioredoxin Reductase 1 (TrxR1): qHTS; Potency, µM (top dose mostly 114 µM), for inactives: at the highest dose activity change, negative = substrate turnover; Thioredoxin reductase 1, cytoplasmic (Rattus norvegicus), O89049; 0.01% of 390,000 active; purified TrxR1 substrate turnover, NADPH consumption readout; note: potency is the fitted concentration of half-maximal effect; % is set by controls: 0 for no effect and ±100 for the full control effect; nearly all actives have a fitted effect of over 50% in size
Target sequence (O89049 whole entry, looked up): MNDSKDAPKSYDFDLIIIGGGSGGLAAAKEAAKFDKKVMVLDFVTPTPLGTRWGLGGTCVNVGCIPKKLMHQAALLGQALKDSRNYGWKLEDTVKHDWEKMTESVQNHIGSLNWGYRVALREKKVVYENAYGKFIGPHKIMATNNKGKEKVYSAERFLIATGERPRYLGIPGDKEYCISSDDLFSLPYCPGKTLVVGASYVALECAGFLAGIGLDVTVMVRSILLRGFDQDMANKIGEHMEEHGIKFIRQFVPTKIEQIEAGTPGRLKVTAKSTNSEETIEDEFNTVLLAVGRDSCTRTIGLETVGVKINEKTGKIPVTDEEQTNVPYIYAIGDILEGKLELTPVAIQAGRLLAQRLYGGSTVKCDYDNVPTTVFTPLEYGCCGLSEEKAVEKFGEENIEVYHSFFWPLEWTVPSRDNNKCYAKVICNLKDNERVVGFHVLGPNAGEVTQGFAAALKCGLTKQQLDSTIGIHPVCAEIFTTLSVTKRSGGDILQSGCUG
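Rat TrxR1, dispensed at 90 nM, was prereduced with 400 uM NADPH (final) for 5 min at ~22 deg C, then incubated with compound 15 min before 400 uM selenite. A first-read NADPH fluorescence drop versus no-compound background flagged substrates.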
PI4K2A inh: qHTS for small molecular inhibitors of PI4K2A; activity change, negative = inhibition, % at 76.9 µM; AID 1346378, 2018; 0.13% of 420,000 active; Phosphatidylinositol 4-kinase type 2-alpha (Homo sapiens), Q9BTU6; purified PI4K2A, ADP-Glo luminescence, 1 h; hits give low values; in the data active = activity change below about -50%; inconclusive = mostly about -30% to -49%;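 note: -100% = wells without enzyme as full effect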
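Compounds are screened against recombinant PI4K2A using PI as substrate and ATP, the latter dispensed at 300 microM. Reactions run one hour at ambient temperature before ADP-Glo detection; full inhibition defined by wells lacking enzyme.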
mIDH1 inhibitor: qHTS for Inhibitors of mutant isocitrate dehydrogenase 1 (IDH1): qHTS | IDH1-R132H enzyme, NADPH consumption, diaphorase/resazurin fluorescence | Potency, µM (series often up to 76.6 µM), for inactives: at the highest dose activity change, negative = inhibition, hits mostly inhibitors | 0.093% of 390,000 active | AID 602179, 2012; note: potency is the fitted concentration of half-maximal effect; % is set by controls: 0 for no effect and ±100 for the full control effect; nearly all actives have a fitted effect of over 65% in size
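IDH1-R132H (0.5 ug/mL) preincubated 30 min with compound, then NADPH (0.016 mM) and alpha-KG (2 mM) added; 80 min at RT, pH 7.5. Remaining NADPH coupled via diaphorase/resazurin to fluorescence (540/590 nm); concentration-response curves normalized to no-enzyme control.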
Vif-APOBEC3G blk: qHTS for Inhibitors of Vif-A3G Interactions: qHTS | DNA dC->dU-editing enzyme APOBEC-3G (Homo sapiens), Q9HC16 | 0.076% of 410,000 active | Potency, µM (doses to about 46.1 µM), inactives show top-dose activity, negative = active, actives largely listed as inhibitors | HeLa A3G-eYFP + Vif (tagged APOBEC3G with the HIV-1 protein that degrades it), YFP fluorescence, overnight;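 note: potency is the fitted concentration of half-maximal effect; % is set by controls: 0 for no effect and ±100 for the full control effect; nearly all actives have a fitted effect of over 60% in size; hits raise eYFP signal because A3G escapes Vif-driven loss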
Target sequence (Q9HC16 whole entry, looked up): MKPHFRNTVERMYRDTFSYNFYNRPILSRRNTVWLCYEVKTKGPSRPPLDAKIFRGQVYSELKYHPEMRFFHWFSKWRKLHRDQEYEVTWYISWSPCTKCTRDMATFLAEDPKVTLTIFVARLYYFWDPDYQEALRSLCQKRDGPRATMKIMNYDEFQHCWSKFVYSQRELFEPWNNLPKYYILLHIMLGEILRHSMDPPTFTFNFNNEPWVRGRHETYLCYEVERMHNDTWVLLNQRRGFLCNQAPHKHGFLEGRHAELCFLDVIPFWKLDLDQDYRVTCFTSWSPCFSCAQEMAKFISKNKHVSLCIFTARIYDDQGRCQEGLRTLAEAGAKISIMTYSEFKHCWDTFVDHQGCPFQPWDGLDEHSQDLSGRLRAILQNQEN
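Read-out is eYFP fluorescence (Ex 488/Em 500-530) from Vif-expressing HeLa A3G-eYFP cells; more signal means A3G escaped Vif-mediated degradation. Cells plated overnight, compound pinned in, incubated overnight at 37 deg C.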
Glioma ERSR ind: qHTS for Inducers of the Endoplasmic Reticulum Stress Response (ERSR) in Human Glioma: qHTS; U87-MG GRP78 promoter luciferase reporter, 16 h; Potency, µM, inactives show top-dose activation, actives largely listed as activators; 0.02% of 420,000 active; note: potency is the fitted concentration of half-maximal effect; series mostly up to about 76 µM; % of control where 0% means no effect; nearly all actives have a fitted effect of over 35% in size
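ERSR induction read as luciferase luminescence (Bright-Glo, 10 min at room temperature) in stably transfected human U87-MG glioma cells exposed to compounds for 16 h, using GRP78 as sensor.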
RXFP1 ag: qHTS Assay for Agonists of the Relaxin Receptor RXFP1. HEK293T-RXFP1 cAMP TR-FRET, 30 min; response scale: percent of porcine relaxin response, buffer zero. Potency, µM (doses to about 57.5 µM), without a hit: at the highest dose activation, most hits filed as activators. 0.3% of 370,000 active. AID 2676, 2010; note: potency is the fitted concentration of half-maximal effect; % is set by controls: 0 for no effect and ±100 for the full control effect; nearly all actives have a fitted effect of over 60% in size; many of its hits are not listed in these tables
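Agonist response is measured as cAMP accumulation in an RXFP1-transfected HEK293T line under PDE4 inhibition. Values are scaled between buffer-only and 29 nM porcine relaxin, and EC50s come from standard Hill equation fits.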
Vif-APOBEC3F blk: qHTS for Inhibitors of Vif-A3F Interactions: qHTS; Potency, µM (titrated, usually from 46.1 µM), without a hit: top-dose activity, negative = active; HeLa A3F-eYFP + Vif (tagged APOBEC3F with the HIV-1 protein that degrades it), YFP fluorescence increase; 0.2% of 390,000 active; note: potency is the fitted concentration of half-maximal effect; % of control where 0% means no effect; nearly all actives have a fitted effect of over 65% in size
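HeLa cells stably expressing Vif plus C-terminally eYFP-tagged A3F were seeded, incubated overnight at 37 deg C, dosed with compound, incubated overnight again at 37 deg C. Yellow fluorescence (Ex 488/Em 500-530) reported blocked Vif-mediated A3F-eYFP degradation.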
USP1 inh: Inhibitors of USP1/UAF1: Primary Screen. Ubiquitin carboxyl-terminal hydrolase 1 (Homo sapiens), O94782. AID 743255, 2014. recombinant USP1/UAF1, Ub-Rhodamine cleavage fluorescence. Potency, µM (highest dose often 57.1 µM), without a hit: at the highest dose activity change, negative = inhibition, actives largely listed as inhibitors. 0.23% of 390,000 active; note: potency is the fitted concentration of half-maximal effect; % is set by controls: 0 for no effect and ±100 for the full control effect; nearly all actives have a fitted effect of over 60% in size; inactives centre near -12
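USP1/UAF1 complex at 1 nM was preincubated with compound for 15 min at room temperature, then Ub-Rho substrate (150nM final) was added. Fluorescence (480/540 nm) was read kinetically, 6 reads every 60 seconds.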
* marks the source's active call; other numbers are inactive results; u = inconclusive; x = no result given; & = joins results of further samples; [ ] = another dose, or the depositor's remark. Unless noted, calls come from the whole dose curve; as a rule, active = well fitted curve in the direction sought with a large enough effect; inconclusive = small, poorly fitted or top-dose-only effect, or another doubt; inactive = no such curve, though single readings can be large; an effect the other way counts as inactive or inconclusive.

Start of the listing, in advance:
SMILES	LDHA block	TrxR1 substrate	PI4K2A inh	mIDH1 inhibitor	Vif-APOBEC3G blk	Glioma ERSR ind	RXFP1 ag	Vif-APOBEC3F blk	USP1 inh
OCCOc1ccc(CN2CCN(CCCc3ccccc3)C(CCO)C2)cc1 (stereo not drawn)	-3	-1%	11	3%	4%	0%	-1.8%	-2%	-14%
CCn1c(CC(=O)Nc2ccccc2)nnc1SCC(=O)Nc1ccccc1C(=O)OC	-2	8%[57.1 µM]	4	2%	-2%	-3%	0.0%	-4%	-16%

Main list, repeating the preview:
SMILES	LDHA block	TrxR1 substrate	PI4K2A inh	mIDH1 inhibitor	Vif-APOBEC3G blk	Glioma ERSR ind	RXFP1 ag	Vif-APOBEC3F blk	USP1 inh
OCCOc1ccc(CN2CCN(CCCc3ccccc3)C(CCO)C2)cc1 (stereo not drawn)	-3	-1%	11	3%	4%	0%	-1.8%	-2%	-14%
CCn1c(CC(=O)Nc2ccccc2)nnc1SCC(=O)Nc1ccccc1C(=O)OC	-2	8%[57.1 µM]	4	2%	-2%	-3%	0.0%	-4%	-16%
Cc1ccc2c(c1)C(c1ccccc1)N(C(=O)c1ccc(S(=O)(=O)N3CCCCC3)cc1)CC(=O)N2 (stereo not drawn)	-3	-6%	-3	-4%	1%	0%	-0.7%	1%	-13%
CC1=CN2C(=NC(=O)CC2(C)C(=O)N(CC(=O)NC2CCCC2)Cc2ccccc2)C=C1 (stereo not drawn)	-1	154%[activator][57.1 µM]	1	5%	-4%	-2%	6.2%	10%	-10%
C=CCN(c1ccccc1C(=O)O)S(=O)(=O)c1ccc(C)cc1	-6	3%[57.1 µM]	-2	-5%	-5%	-3%	-0.1%	10%	-7%
COc1ccc2occ(C(=O)c3ccc(N=C(C)N(C)C)cc3)c2c1	0	-8%	-6	0%	-1%	0%	1.7%	4%	-1%
COCCN(Cc1ccc(C)cc1)C(=O)[C@H]1O[C@@H](n2ccc(N)nc2=O)[C@H](O)[C@@H]1O	-7	x	0	x	3%	-3%	x	x	x
Cc1csc(=O)n1CCC(=O)OC(C)C(=O)Nc1ccc(N2CCOCC2)cc1 (stereo not drawn)	-2	-2%	9	-8%	-1%	-2%	0.0%	2%	-20%
COc1ccc(NC(=O)CN2CCC(Cc3ccccc3)CC2)cc1S(=O)(=O)N1CCOCC1	-8	-18%	3	8%	2%	0%	2.1%	2%	-1%
COc1ccc(CC(=O)NC(C)CCc2ccccc2)cc1 (stereo not drawn)	-2	2%[57.1 µM]	-2	10%	1%	2%	-0.7%	3%	-11%
CCCCCCOc1ccc(-c2nc3ccc(Br)cc3c(=O)o2)cc1	-14	-2%	0	-13%	-1%	-2%	-0.2%	3%	-12%
Cc1ccc(S(=O)(=O)N(C)C)cc1NC(=S)NC(C)CCC(C)C (stereo not drawn)	3	-4%	0	9%	3%	-5%	0.3%	-18%	-16%
Cc1cccc(C(=O)NC2CCN(S(=O)(=O)c3cccc(F)c3)CC2)c1	-1	11%	-1	14%	4%	-1%	x	7%	-14%
O=C(c1ccccc1)c1ccc2nc[nH]c2c1	-4	4%	0	-9%	2%	5%	1.0%	-3%	-10%
CCCCN(C/C=C/c1ccccc1OC)Cc1ccccc1	-7	-1%[57.1 µM]	5	10%	-1%	-5%	-0.3%	-19%	-15%
CCC(=O)N1CCC1(C)C(=O)Nc1ccc2c(c1)CCN2C(C)=O (stereo not drawn)	-9	x	-5	x	-2%	-4%	x	x	x
CSc1nnc2c(n1)OC(C)N(C(=O)c1ccccc1)c1ccccc1-2 (stereo not drawn)	-13	-21%	1	0%	-1%	-6%	-1.8%	-1%	-7%
Cn1ncc2c(Nc3cccc(F)c3)ncnc21	-5	4%[57.1 µM]	-3	10%	1%	3%	1.8%	0%	-8%
CCCN1CCN(CCCNC(=O)Cn2ncc3c4ccccc4n(C)c3c2=O)CC1	-2	20%	4	3%	4%	-2%	0.2%	5%	-17%
CCOC(=O)C[C@H]1c2cc(C(F)(F)F)ccc2S(=O)(=O)N1C(C)C	-3	0%&-2%	-1	3%	0%&0%	-2%&-2%	x	-23%	12%
Cc1cc(C)n(CC(=O)NNC(=O)c2cccc(C(F)(F)F)c2)n1	-4	8%	-1	-10%	-6%	-4%	0.1%	-6%	-17%
CC1CN(C(=O)N(C)C)CCN1C(=O)N(C)C (stereo not drawn)	0	-8%	1	-2%	3%	-4%	-0.6%	x	-2%
C=CCOC(=O)N1CCN(c2cccc(C(F)(F)F)c2)CC1	-5	0%[57.1 µM]	9	4%	1%	2%	2.2%	9%	-6%
CCCCNc1c(N)n(CC(C)C)c(=O)[nH]c1=O	0	8%	1	-3%	5%	-1%	4.0%	2%	-11%
O=C(COC(=O)c1cc([N+](=O)[O-])ccc1N1CCOCC1)c1ccccc1Cl	-2	-4%	4	11%	-1%	7%	0.2%	-4%	-13%
O=S(=O)(N1CCCCC1)N1CCN(S(=O)(=O)N2CCCCC2)CC1	-7	10%[57.1 µM]	3	1%	0%	-2%	1.4%	3%	-26%
COc1ccc(C(=O)NC(=O)CSc2nnc(-c3ccco3)n2-c2ccccc2)cc1	-4	6%	1	7%	4%	-6%	-1.2%	-2%	-6%
O=C(NCCCN1CCN(c2ccccc2F)CC1)C1CCN(S(=O)(=O)N2CCOCC2)CC1	-6	1%	1	-6%	3%	-4%	-2.9%	-7%	-23%
NC(=O)c1c(NC(=O)COC(=O)CSc2nnc(-c3ccc(Cl)cc3)o2)sc2c1CCC2	-5	12%[57.1 µM]	0	4%	0%	4%	3.6%	9%	-15%
CCOC(=O)c1sc(=S)n(-c2ccc(Cl)cc2)c1C	-6	11%[57.1 µM]	4	7%	1%	-2%	-0.3%	-1%	-5%

Three of the entries above in order of their number in RXFP1 ag, lowest first:
smiles | RXFP1 ag
CSc1nnc2c(n1)OC(C)N(C(=O)c1ccccc1)c1ccccc1-2 (stereo not drawn) | -1.8%
CCCCN(C/C=C/c1ccccc1OC)Cc1ccccc1 | -0.3%
Cn1ncc2c(Nc3cccc(F)c3)ncnc21 | 1.8%

The results go on.
SMILES	LDHA block	TrxR1 substrate	PI4K2A inh	mIDH1 inhibitor	Vif-APOBEC3G blk	Glioma ERSR ind	RXFP1 ag	Vif-APOBEC3F blk	USP1 inh
COc1ccc(-c2nc(CS(=O)CC(=O)N3CCN(C)CC3)c(C)o2)cc1OC (stereo not drawn)	2&7	7%	0	-6%	-10%	-6%	-0.9%	2%	-24%
CCCCC(Sc1nc(N)c(NC(=O)c2ccc(OCC)cc2)c(=O)[nH]1)C(=O)O (stereo not drawn)	-17	9%[57.1 µM]	-2	2%	-1%	-5%	0.3%	-3%	-13%
c1csc(-c2cn3ccc4ccccc4c3n2)c1	-3	17%[57.1 µM]	4	0%	-2%	2%	-0.6%	1%	u
COc1ccc(Nc2n[nH]c(N)c2C(N)=O)cc1	1	5%	8	4%	1%	5%	-7.1%	10%	-21%
CCOC(=O)Cc1csc(NC(=O)CN(C)S(=O)(=O)c2cccc3cccnc23)n1	-1	-4%	2	16%	1%	-6%	-0.3%	1%	-12%
CCOC(=O)c1nnn(-c2nonc2N)c1CN1CCCC1	-9	5%	3	-1%	-8%	-6%	-2.1%	-3%	-25%
COc1ccc(CCNC(=O)CSc2nc(N)cc(=O)[nH]2)cc1OC	-8	-5%	-2	0%	-1%	-3%	2.7%	1%	-18%
CC1CCCCN1C(=O)c1ccc(S(=O)(=O)N2CCCCC2C)cc1 (stereo not drawn)	-4	-6%	3	1%	-2%	-4%	2.3%	1%	-4%
COc1ccc(N2CCN(C(=O)c3c(C)oc4ncn(CC(C)C)c(=O)c34)CC2)cc1	1	-1%	-1	-12%	-2%	-3%	-4.0%	-8%	-21%
O=C(CCc1c[nH]c2ccccc12)NC(Cc1c[nH]c2ccccc12)C(=O)O (stereo not drawn)	-5	5%	5	1%	0%	-4%	0.5%	4%	0%
Cc1ccc(/C=C(\C#N)C(=O)NC(C)C)o1	-3	-18%	4	-10%	3%	8%	0.3%	5%	3%
Cc1ccc(NCc2n[nH]c(=S)n2-c2ccccc2)c(C)c1	-3	0%	8	2%	2%	3%	4.0%	1%	-13%
CC(C)CCNC(=O)c1cn(C)c2ccc(S(=O)(=O)N3CCCC3)cc2c1=O	-1&-1	0%&6%	-2&0	-5%&-9%	0%&2%	-4%&-2%	-0.9%&28%	2%&2%	-4%&3%
O=C(N1CCOCCOc2ccccc2OCCOCC1)C(F)(F)F	-5	5%	1	1%	2%	-3%	-0.5%	-1%	-22%
O=C(CCC1CCCN(C(=O)c2ccccc2Cl)C1)N1CCN(c2ccccn2)CC1 (stereo not drawn)	1	12%	-4	16%	-5%	-1%	2.8%	-3%	-23%
CCN(CC)C(=O)C1CCCN(Cc2ccccc2)C1 (stereo not drawn)	-13	-2%	-1	3%	1%	-4%	1.0%	2%	u
CCOn1c(SC(C)C)nc2ccccc2c1=O	-4	-5%	8	6%	-4%	-4%	1.0%	-8%	-15%

This is a subset, so the mix of outcomes need not match the whole.
